# Compound activity (PubChem BioAssay)
# CASP6 VEID inh = caspase-6 (human) enzyme inhibition; actives 0.53% (n = 350,000); inhibition, % at 12.5 µM; purified caspase-6, Z-VEID-R110 cleavage fluorescence;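 active means mean inhibition across replicates at least about 35%, with every replicate also reaching that limit, limit read from the data; inconclusive means only one of the two criteria met; inactive means neither criterion met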;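 further: 0% = median of neutral control wells and 100% = no fluorescence left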
# Target sequence (P55212 24-179 limits assumed): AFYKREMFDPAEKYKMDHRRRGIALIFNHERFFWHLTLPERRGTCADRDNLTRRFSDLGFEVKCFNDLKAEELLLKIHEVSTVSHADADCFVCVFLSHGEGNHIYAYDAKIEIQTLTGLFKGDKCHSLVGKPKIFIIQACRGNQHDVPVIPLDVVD
# Target sequence (P55212 194-293 limits assumed): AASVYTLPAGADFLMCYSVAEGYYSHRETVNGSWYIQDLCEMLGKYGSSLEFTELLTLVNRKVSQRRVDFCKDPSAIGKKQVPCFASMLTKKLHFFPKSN
# LGR2 inh = blocks bursicon-induced cAMP signaling via Drosophila LGR2; HEK293 LGR2, CRE-luciferase, bursicon-stimulated, 4 h; actives 0.35% (n = 380,000); AID 720647; inhibition, % at 9.99 µM;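 active means drop in luminescence signal, shown as inhibition above about 50% in the replicate tests, limit read from the data, passing the limit was not always enough; inconclusive means probably only some replicates passing the limit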;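 further: agonist challenge used bursicon conditioned medium at about half maximal strength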
# esBAF inh = SWI/SNF esBAF complex inhibition. mouse ES cells, Bmi1-luciferase knock-in reporter, 24 h; 100% = twice the neutral-well signal. reporter increase, % at 12.5 µM. actives 2% (n = 350,000). AID 602393; in the data active means activation above about 40%; inconclusive means no clear call, values can overlap the other calls;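 further: 0% = median of the plate's neutral control wells and 100% = double that signal; a rise in the Bmi1 reporter signal indicates esBAF inhibition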
# S100A4 inh HTS = S100A4-myosin IIA interaction inhibition; P26447; S100A4/TAMRA-MyoIIA peptide fluorescence polarization; inhibition, % at 10.7 µM; actives 0.14% (n = 360,000); AID 652163;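 active means mean inhibition of at least 70% across replicates, with every replicate also reaching that level; inconclusive means mean inhibition reaches 70% but some replicates fall short; inactive means mean inhibition below 70%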
# Target sequence (P26447 whole entry, looked up): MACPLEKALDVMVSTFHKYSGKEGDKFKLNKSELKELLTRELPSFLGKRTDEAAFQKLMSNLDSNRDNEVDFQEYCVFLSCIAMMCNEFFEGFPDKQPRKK
#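 Compound dosing: one dose per compound; test system: human S100A4 monomer with TAMRA-labelled myosin IIA peptide; probe or stimulus: TAMRA-labelled myosin IIA heavy-chain peptide probe, 5 nM; medium: HEPES buffer with Ca2+, pH 7.2; schedule: 5 min incubation before reading; benchmarks: neutral control DMSO, positive control TFP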
# SIRT5 inh = blocks human SIRT5 desuccinylation of peptide | Purified SirT5, succinyl-peptide AMC, trypsin-coupled fluorescence | actives 1.1% (n = 330,000) | Q9NXA8 | AID 652115 | inhibition, % at 15 µM; in the data active means inhibition above about 15%; inconclusive means no clear call, values can overlap the other calls
# Target sequence (Q9NXA8 whole entry, looked up): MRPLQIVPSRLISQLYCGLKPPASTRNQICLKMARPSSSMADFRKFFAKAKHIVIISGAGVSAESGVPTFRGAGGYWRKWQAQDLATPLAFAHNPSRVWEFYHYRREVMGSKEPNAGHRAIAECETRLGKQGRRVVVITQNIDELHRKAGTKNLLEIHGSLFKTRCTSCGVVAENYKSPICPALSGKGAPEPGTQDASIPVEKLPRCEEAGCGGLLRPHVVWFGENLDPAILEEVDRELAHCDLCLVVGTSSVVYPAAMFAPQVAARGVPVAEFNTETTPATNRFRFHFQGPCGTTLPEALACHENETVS
# FN deposit inh = fibronectin deposition inhibition. AH1F fibroblasts, Alexa488-fibronectin deposition fluorescence, overnight. inhibition, % at 12.6 µM. AID 743247. actives 0.086% (n = 350,000);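 active means mean inhibition across replicates of 30% or more, regardless of how many single replicates reach that level; inconclusive means mean under 30% yet at least half of replicates reach 30%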;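 further: positive control wells lacked labelled fibronectin entirely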
#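 test system = AH1F fibroblasts assembling fluorescent fibronectin matrix | quantity = 10000 AH1F cells per well | buffer or medium = DMEM plus 2% serum, read in PBS | doses = single dose, pinned | incubation = 1 h cell attachment, overnight exposure to compound and label | detection = fluorescence at 485 nm excitation, 525 nm emission | read-out basis = inhibition from reduced deposited-fibronectin fluorescence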
# C2C12 statin = suppressors of simvastatin-induced myotoxicity in C2C12 myotubes; ATP luminescence, 48 h; scaled: DMSO 0, geranylgeraniol control 100; rescue of ATP level, % at 7.49 µM; actives 0.78% (n = 330,000);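 active means mean ATP rescue above about 67%, or every replicate alone reaching that limit, limit read from the data, passing the limit was not always enough; inconclusive means no clear call, values can overlap the other calls; inactive means mean under the limit and some replicate under it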;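 further: myotubes were challenged with 10 µM simvastatin during compound exposure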
# * marks the source's active call; other numbers are inactive results; ? = inconclusive; · = not tested or not shown.
# Values run as follows: SIRT5 inh	CASP6 VEID inh	FN deposit inh	S100A4 inh HTS	LGR2 inh	C2C12 statin	esBAF inh
- Cc1ccc(C(=O)N/C(=C/c2ccc(F)cc2)C(=O)NCc2ccncc2)cc1
→ -0.9	-2.9	-1.6	1.1	-2.5	1.6	2.8
- O=C1CC(C(=O)N2CCN(c3ccccc3Cl)CC2)CN1Cc1ccccc1 (stereo not drawn)
→ 0.8	4.5	9.2	-0.7	9.5	3.6	20.9
- O=C(CCN1C(=O)c2cccc([N+](=O)[O-])c2C1=O)Nc1nccs1
→ -0.8	0.4	·	-2.8	2.3	·	·
- Cc1cccc(NS(=O)(=O)c2ccc(C)c(C(=O)NNC(=O)c3csc(N4CCOCC4)n3)c2)c1
→ -4.9	0.8	-2.3	0.9	10.5	-3.2	15.0
- Cc1nn(Cc2cccc(C(=O)NN)c2)c(C)c1Cl
→ 3.3	1.0	-7.8	2.3	-3.2	7.7	3.6
- Cc1ccc(C2=NC3(CCCC3)N=C2SCC(=O)Nc2ccc3c(c2)OCCO3)cc1
→ ·	-1.6	-2.0	10.1	9.8	6.4	18.7
- CCc1ccccc1NC(=O)CNC(=O)CCc1nc2sc3c(c2c(=O)[nH]1)CCCC3
→ 11.5	36.5*	0.1	-4.1	13.9	1.6	-2.4
- Cc1c(C(=O)Nc2ccc(Cl)cc2)c2ccccn2c1C(=O)c1ccc([N+](=O)[O-])cc1
→ ·	·	7.3	·	·	1.6	-1.8
- CCOC(=O)c1cn(-c2ccccc2)nc1-c1cccnc1
→ ·	·	10.7	·	·	1.6	-0.1
- COc1ccc(CCNC(=O)Cn2c(=O)n(-c3ccc(F)cc3F)c(=O)c3sccc32)cc1OC
→ 3.8	1.4	-15.1	2.7	5.4	5.5	-2.6
- CCOC(=O)C1=C(C)NC(=S)NC1c1ccc(-c2ccc(Cl)cc2)o1 (stereo not drawn)
→ -3.0	-0.6	1.4	-3.6	6.5	·	·
- Cc1ccccc1-n1nnnc1SCC(=O)c1c(N)n(C)c(=O)n(C)c1=O
→ 0.1	-3.9	-1.6	-1.5	10.4	-47.9	-4.0
- Cc1ccccc1C(=O)N1CCCC(N2CCN(Cc3ccc4c(c3)OCO4)CC2)C1 (stereo not drawn)
→ -2.3	-5.6	-0.6	1.2	5.4	-9.5	0.4
- COc1cccc(CN2CC(C(=O)N3CCCCCCC3)CCC2=O)c1 (stereo not drawn)
→ -0.3	2.2	1.6	1.7	14.6	-8.4	-3.6
- O=C(C1CC1)N1CC[C@@H]2[C@H]1c1cc(-c3ccc(F)cc3)ccc1N[C@@H]2CO
→ ·	·	12.1	·	-24.1	-11.5	-1.4
- COc1cc2nc(N(CCCN(C)C)C(=O)c3ccc(S(=O)(=O)N(C)C4CCCCC4)cc3)sc2cc1OC
→ 1.0	-11.7	4.0	0.9	-2.8	-6.9	-0.4
- C[C@@H]1CN([C@H](C)CO)C(=O)c2cc(-c3ccc(F)cc3)cnc2O[C@@H]1CN(C)C(=O)C1CCC1
→ -4.5	-0.6	-6.1	-1.5	-7.2	-4.1	-5.6
- NNC(=S)NCc1ccco1
→ -8.6	1.7	2.4	-0.1	-7.2	·	·
- CN(C)c1ccc(-c2csc(C(O)c3ccccc3)n2)cc1 (stereo not drawn)
→ ·	-0.5	-8.4	-1.2	-132.2	1.0	61.2*
- O=C(CN1C(=O)C(=O)N(Cc2ccco2)C1=O)c1c[nH]c2ccccc12
→ -2.5	2.3	-9.4	1.2	5.6	·	·
- CO[C@@H]1CN(C)C(=O)c2ccc(NC(=O)C3CC3)cc2OC[C@H](C)NC[C@@H]1C
→ 0.5	1.4	-11.9	4.2	-2.6	8.1	3.9
- Cc1sc2ncn(CC(=O)NCCCN3CCC(C)CC3)c(=O)c2c1S(=O)(=O)N1CCC(C)CC1
→ -3.3	-4.0	-4.0	5.5	-4.5	3.4	1.0
- N#C[C@H]1[C@H](c2ccc(C#Cc3ccc(F)cc3)cc2)[C@H](CO)N1C(=O)Cc1ccncc1
→ 1.0	0.0	-0.1	-18.8	15.0	8.8	1.3
- NC(=O)c1ccc(NC(=O)COC(=O)C23CC4CC(CC(C4)C2)C3)cc1
→ ·	-1.2	·	8.0	3.5	-13.4	-10.8
- COc1ccc(S(=O)(=O)Nc2ccc3c(c2)C(=O)N([C@@H](C)CO)C[C@@H](C)[C@H](CN(C)S(=O)(=O)c2ccc(C)cc2)OCCCC[C@@H](C)O3)cc1
→ 18.5*	-1.2	4.8	-2.5	-2.9	·	15.4
- O=C(NCCc1ccccc1)c1cc(=O)[nH]c2ccccc12
→ -5.5	-4.4	19.1	4.4	3.2	5.8	-8.7
- Cc1ccccc1OCc1nc(-c2cccnc2)no1
→ 5.1	-3.7	3.6	0.5	-20.2	·	·
- COc1cc(/C=N/NC(=O)c2ccncc2)ccc1OC(=O)c1cccc(F)c1
→ 3.1	-1.0	-7.1	1.9	-1.6	·	·
- CC(C)C(=O)Nc1ncc(Cc2ccccc2Cl)s1
→ 1.0	0.2	3.5	-0.2	-5.8	·	·
- O=C(NOCc1ccccc1)OCc1ccccc1
→ 0.3	1.1	6.7	-1.6	-162.0	-3.9	62.8*
- CC(C)Oc1ccc(F)cc1-c1cc(C(=O)NC2CCCCC2)[nH]n1
→ ·	-2.7	3.6	-20.0	1.5	-12.1	-8.2
- COc1cccc(C(=O)NC(Cc2ccccc2)c2ccc3c(c2)OCCCO3)c1 (stereo not drawn)
→ 2.0	0.0	·	-0.7	-20.9	?	8.4
- CC(C)NC(=O)Nc1ccc2c(c1)C(=O)N(C)[C@@H]1CC[C@@H](CC(=O)NCC(F)(F)F)O[C@@H]1CO2
→ ·	·	4.6	·	10.0	5.3	-2.2
- CN1C(=O)C(O)(c2sc(N)nc2-c2ccccc2)c2ccccc21 (stereo not drawn)
→ 21.2*	0.1	·	-0.2	-5.3	·	-1.1
- O=C(c1ccc(NS(=O)(=O)c2cccc3cccnc23)cc1)N1CCCCC1
→ -0.5	·	5.6	0.7	12.8	·	·
- CC(C)Oc1ccccc1/C=N/NC(=O)c1ccccc1Cl
→ -2.2	4.1	1.0	-4.4	-4.4	·	·
- CCOc1ccc(S(=O)(=O)NCCSc2ccccc2)cc1
→ ·	·	-2.5	·	·	8.7	-13.3
- NC(=O)C1CCN(C(=O)C2CCC(=O)N(CC3CCCCC3)C2)CC1 (stereo not drawn)
→ -3.8	-3.7	4.3	-1.5	2.9	13.1	-5.8
- CC(CN1CCCC1)OC(=O)COc1ccccc1 (stereo not drawn)
→ ·	·	3.8	·	·	-6.6	-2.8
- CCOc1ccc(C(CC(=O)O)NC(=O)c2ccco2)cc1OC (stereo not drawn)
→ -1.4	1.6	·	-0.4	-1.0	1.4	-8.3
- CC(C)CC(=O)Nc1ccc(-c2cn3ccsc3n2)cc1
→ ·	·	·	·	2.7	-20.1	35.6
- COCC(=O)N(C)C[C@@H]1Oc2cc(C#Cc3ccccc3)ccc2S(=O)(=O)N([C@H](C)CO)C[C@H]1C
→ 6.3	0.4	5.2	-10.8	-19.4	9.3	-0.1
- CO[C@@H](CN(C)C(=O)c1cnccn1)[C@H](C)CN([C@@H](C)CO)S(=O)(=O)c1ccc(C)cc1
→ -2.4	-2.6	-0.5	-5.5	-8.6	5.9	1.7
- CCCNC(=O)N(C)C[C@H]1Oc2cc(-c3cncnc3)ccc2S(=O)(=O)N([C@@H](C)CO)C[C@H]1C
→ -3.1	0.8	7.8	4.7	13.1	10.2	-4.2
- C[C@@H]1CN([C@@H](C)CO)C(=O)Cc2cc(NC(=O)CCC(F)(F)F)ccc2O[C@H]1CN(C)C(=O)NC1CCCCC1
→ -0.6	-0.1	-5.7	2.0	28.2	-10.8	0.2
- Cn1c(NCc2ccccc2)nc2cc(-c3cccc(C(F)(F)F)c3)sc2c1=O
→ 8.3	1.0	3.6	-0.6	·	15.3	20.5
- COc1ccc2c3c(n(C)c2c1)[C@@H](CO)N(CC1CC1)CC31CCN(C(=O)NC2CCCC2)CC1
→ -0.8	1.2	-9.7	0.8	4.7	·	·
- CCCNC(=O)C[C@@H]1CC[C@H]2[C@@H](COC[C@@H](O)CN2C(=O)Nc2cccc(Cl)c2)O1
→ 1.7	6.0	-15.1	-3.7	-5.6	6.0	5.7
- CCN(CC)S(=O)(=O)c1ccc(NC(=O)c2ccc(CN3CCOCC3)cc2)cc1
→ ·	·	2.5	·	·	-25.2	16.9
- O=C(Nc1ccncc1)c1cc(-c2cccc(Br)c2)nc2ccccc12
→ -1.6	3.5	-1.8	-1.5	3.0	13.9	-4.1
- COc1ccccc1Nc1nc(N)nc(CN2CCC(C)CC2)n1
→ -6.6	3.9	4.1	-2.3	12.6	-0.1	-10.0
- CN(C)S(=O)(=O)c1ccc(Cl)c(NC(=O)CN2C(=O)NC3(CCCC3)C2=O)c1
→ -0.9	0.2	0.7	-6.9	10.4	-4.8	-1.7
- CCN(CC)/C(=N\S(=O)(=O)c1ccc(F)cc1)c1ccccc1
→ -6.6	-1.0	0.8	0.7	9.1	-2.8	-9.6
- O=C(Cc1ccccn1)N1CC(=O)N2[C@H](CO)[C@H](c3ccc(-c4ccc(F)cc4)cc3)[C@H]2C1
→ 3.1	0.2	·	-2.8	-16.4	·	·
- COc1cc(S(=O)(=O)NC2CCCCC2C)ccc1F (stereo not drawn)
→ 0.2	-0.7	-2.2	-8.2	8.1	·	·
- O=C(COC(=O)c1ccc2c(c1Cl)C(=O)c1ccccc1C2=O)NC1CCCCC1
→ 1.1	2.6	4.2	-23.5	·	·	·
- CCOC(=O)c1c(NC(=O)/C=C\C(=O)O)sc(C)c1-c1ccccc1
→ 2.4	0.4	-3.6	-2.7	1.0	5.6	-3.2
- CCCCOc1ccc(C(=O)Nc2cccc(-n3cnnn3)c2)cc1OC
→ -2.5	1.6	-5.9	-2.0	0.8	-13.7	-2.5
- Cc1cccc(C)c1OCCn1nnc2ccccc21
→ -4.0	-2.1	-10.3	-1.3	-5.0	8.1	0.2
- CC(=O)Nc1ccc(NC(=O)c2ccc3c(c2)C(=O)N(c2ccccc2C)C3=O)cc1
→ 0.1	0.6	6.5	-0.8	5.3	7.9	-0.6

# New compounds follow:
# Values run as follows: SIRT5 inh	CASP6 VEID inh	FN deposit inh	S100A4 inh HTS	LGR2 inh	C2C12 statin	esBAF inh
- CCOC(=O)C1CCCN(C(=O)Cc2ccc(OC)c(OC)c2)CC1 (stereo not drawn)
→ ·	1.5	8.6	-2.0	7.4	-1.3	-2.5
- Cc1ccc(C(=O)N=c2sccn2C)cc1C
→ -0.1	-1.4	·	-5.4	-63.9	·	·
- COc1ccc(Oc2ccc(C(F)(F)F)cc2NC(=O)c2ccc(OC)cc2)cc1
→ -0.9	2.9	-1.4	-6.4	·	·	·
- O=C(c1ccccc1)N1CC[C@H]2[C@H](CO)Nc3ccc(C#Cc4cccc(F)c4)cc3[C@H]21
→ ·	·	1.9	·	12.5	3.4	-4.1
- Nc1ccc(C(=O)N2N=C(c3ccccc3)CC2(O)C(F)(F)F)cc1 (stereo not drawn)
→ -1.2	-2.3	2.7	-1.0	-10.6	-5.1	14.1
- CCCCn1c(N)c(Sc2ccc(Cl)cc2)c(=O)[nH]c1=O
→ 0.9	-0.1	·	4.1	-6.4	21.5	-2.9

# One compound at a time, from the list above. Screens in order: SIRT5 inh	CASP6 VEID inh	FN deposit inh	S100A4 inh HTS	LGR2 inh	C2C12 statin	esBAF inh
# Nc1ccc(C(=O)N2N=C(c3ccccc3)CC2(O)C(F)(F)F)cc1 (stereo not drawn) is listed as -1.2	-2.3	2.7	-1.0	-10.6	-5.1	14.1
# CCCCn1c(N)c(Sc2ccc(Cl)cc2)c(=O)[nH]c1=O is listed as 0.9	-0.1	·	4.1	-6.4	21.5	-2.9

# Not all compounds are listed; the hit share may differ from the screen's.
